# cytoskel mod – alters cytoskeleton assembly in HUVEC cells; HUVEC TNFa F-actin phalloidin imaging, high content; inhibition, % at 2 µM; actives 0.18% (n = 91,000); AID 836;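 active = inhibition above the batch mean plus 3 SD and confirmed as a hit by visual image inspection, cut at about 30% in these data, passing the limit was not always enough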; also: strong numbers were not always called active
# Calb biofilm kill – kills Candida albicans biofilms; actives 0.14% (n = 85,000); C. albicans biofilm + clotrimazole, Alamar Blue; inhibition, % at 6 µM;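 active = inhibition above 20%; inactive = inhibition below 20%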;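 also: preformed 24 hr biofilms exposed to compound for 48 hr; 0% = biofilm without compound and 100% = blank killed by clotrimazole plus chlorhexidine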
# VCAM1 TNFa inh – reduces TNF alpha induced VCAM1 expression in HUVEC. HUVEC TNFa-induced VCAM-1 immunofluorescence, high-content imaging. inhibition, % at 2 µM. actives 0.48% (n = 95,000). AID 802;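 active = inhibition above the batch mean plus 3 SD, with images confirmed as a hit by eye, cut at about 37% in these data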;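 also: 0% = TNF-stimulated DMSO wells and 100% = unstimulated control wells; not every result past the cut was called active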
# DAT uptake mod – human DAT dopamine uptake with cocaine, either direction; LLC-PK1 hDAT cells, [14C]-dopamine uptake with cocaine IC80; actives deviate in either direction; Q01959; B-score at 10 µM; AID 449768; actives 1.3% (n = 110,000);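 active = Z score or B-score, a plate-position-corrected score, falls beyond the plate's 99.7% confidence bounds, in either direction; inactive = both scores lie inside the 99.7% bounds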;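 also: scored against the spread of the other compound wells on the same plate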
# MT1-MMP txn act – activates MT1-MMP transcription; HT1080 MT1-MMP promoter luciferase reporter, luminescence, overnight; stronger effect = higher value; activation factor at 10 µM; actives 0.16% (n = 86,000); AID 750;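 active = activation factor of at least 2 for MT1-MMP transcription at 10 µM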
# HUVEC tox TNFa – toxic to HUVEC cells under TNF alpha stimulation; HUVEC TNFalpha-stimulated, Hoechst cell count, imaging; cell count reduction, % at 2 µM; actives 0.17% (n = 93,000);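 active = cell count reduction exceeding the screen mean by over 5 SD, scaled to untreated wells per plate, cut at about 78% in these data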;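 also: cells counted after 24 h of TNF alpha exposure following the 1 h pretreatment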
# PTPN22 inh 2 – inhibitors of human LYP (PTPN22) phosphatase; inhibition, % at 2 µM; actives 0.21% (n = 96,000); Q9Y2R2; recombinant LYP catalytic domain, DiFMUP fluorescence; AID 640;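 active = inhibition at 2 µM at or above a set limit, the screen mean plus 3 SD, cut at about 24% in these data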;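 also: 0% = DMSO with enzyme and 100% = enzyme fully blocked by orthovanadate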
# Target sequence (Q9Y2R2 whole entry, looked up, the tested form may be a part): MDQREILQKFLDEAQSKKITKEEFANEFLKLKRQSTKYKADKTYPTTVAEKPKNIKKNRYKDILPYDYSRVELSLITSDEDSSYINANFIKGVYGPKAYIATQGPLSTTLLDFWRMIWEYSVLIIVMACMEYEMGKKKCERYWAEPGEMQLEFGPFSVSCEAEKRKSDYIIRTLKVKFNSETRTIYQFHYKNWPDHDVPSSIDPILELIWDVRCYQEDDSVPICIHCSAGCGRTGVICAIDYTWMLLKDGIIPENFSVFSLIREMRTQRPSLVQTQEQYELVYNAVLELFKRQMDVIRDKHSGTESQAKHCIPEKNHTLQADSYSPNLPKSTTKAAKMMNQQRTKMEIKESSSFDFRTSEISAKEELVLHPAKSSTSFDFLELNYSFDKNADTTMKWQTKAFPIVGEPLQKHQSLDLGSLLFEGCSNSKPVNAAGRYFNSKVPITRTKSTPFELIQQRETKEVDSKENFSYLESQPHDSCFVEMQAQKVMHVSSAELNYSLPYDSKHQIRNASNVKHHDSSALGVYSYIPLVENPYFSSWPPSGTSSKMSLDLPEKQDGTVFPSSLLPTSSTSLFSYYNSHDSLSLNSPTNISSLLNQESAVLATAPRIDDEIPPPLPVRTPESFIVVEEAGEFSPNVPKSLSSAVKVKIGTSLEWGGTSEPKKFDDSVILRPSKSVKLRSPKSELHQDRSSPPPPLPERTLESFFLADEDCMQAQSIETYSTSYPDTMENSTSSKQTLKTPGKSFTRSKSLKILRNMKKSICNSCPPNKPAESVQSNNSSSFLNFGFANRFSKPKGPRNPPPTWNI
# Smad3 FoxH1 inh – inhibitors of human Smad3 transcription factor binding; TR-FRET Smad3/Dy647-FoxH1 peptide binding, europium anti-His; actives 0.29% (n = 88,000); inhibition, % at 25 µM;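 active = compounds that reduce the energy-transfer binding signal between the protein and its labelled peptide by more than half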;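 also: 0% = Smad3 plus labelled peptide maximal FRET and 100% = peptide-only background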
# IL1B cytotox – HUVEC cytotoxicity counter-screen, IL-1B stimulated. cell count reduction, % at 2 µM. actives 0.41% (n = 94,000). AID 845. HUVEC cell count loss, Hoechst imaging;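 active = cell count reduction more than 3 SD above the screen-wide mean, cut at about 70% in these data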;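 also: normalized per plate to untreated control cells as the no-loss baseline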
# An asterisk follows results filed as active; . = not tested or not shown; [ ] = another dose, or the depositor's remark.
SMILES,cytoskel mod,Calb biofilm kill,VCAM1 TNFa inh,DAT uptake mod,MT1-MMP txn act,HUVEC tox TNFa,PTPN22 inh 2,Smad3 FoxH1 inh,IL1B cytotox
CCCNc1nc2c(c(=O)n(C)c(=O)n2C)n1CCc1ccccc1,-3,2,19,-0.75,1.1,-25,1,-2,-31
CCCc1nnc(NC(=O)C2CCCO2)s1 (stereo unspecified),-2,9,-8,-1.1,1.3,-5,0,-3,1
O=C(O)c1ccc(COc2ccccc2Cl)cc1,9,-2,-4,0.015,1,-11,0,4[fluorescence artefact?],1
COC(=O)Cc1c(C)nc2nc(NCc3ccc(Cl)cc3)[nH]n2c1=O,35,7,0,.,1.1,-30,2,6,-14
COc1ccc(S(=O)(=O)c2ccc(OC)cc2)cc1,-4,-1,18,-0.38,1.4,-33,-7,4,-12
CCCCCOC(=O)C1[C@H]2C(=O)N(CCCOC)C[C@]23C=C[C@H]1O3 (stereo partly specified),4,-1,10,-0.67,1.3,-20,-2,-15,-20
COc1ccccc1NCCC(=O)OCC(=O)Nc1ccc(Cl)cn1,.,8,.,-1.3,1.2,.,.,1,.
CC(C)(C)S(=O)(=O)c1ccc2nc3c(n2c1)CCCC3,-27,-1,-18,-1.2,1,-15,-4,-7,-3
CC1CCC2(CC1)NC(=O)N(CC(=O)c1cccn1C)C2=O (stereo unspecified),-12,7,8,-0.91,1.2,2,1,-9,-14
Nc1ccc(-c2ccc(N)cc2C(F)(F)F)c(C(F)(F)F)c1,-3,6,10,0.083,0.9,-6,-9,-1,-13
CCC(C(=O)Nc1nccs1)(C(F)(F)F)C(F)(F)F,-9,1,18,-1.9,1,-16,-6,9,.
COc1ccc(/C=C(/NC(=O)c2ccc(C)cc2)c2nc3ccccc3[nH]2)cc1OC,25,.,-1,-0.21,.,-28,12,.,-9
Oc1cnc2ccccc2c1CN1CCOCC1,.,11,.,-0.72,1.2,.,-2,-6,18
O=C(O)CCSc1nc2ccccc2s1,9,4,11,-0.29,.,-21,3,-7,-12
c1ccc(-n2ncc3c(NCC4CCCO4)ncnc32)cc1 (stereo unspecified),.,7,.,1.7,1.5,.,0,4,-20
O=C(c1cc(-c2cccs2)on1)N1CCCc2ccccc21,.,1,.,-0.16,1.3,.,.,-5,.
COCC(=O)Nc1cc(=O)n(C)c(=O)n1C,.,2,.,1.3,1,.,.,-3,.
CN(CC(=O)O/N=C(\N)c1ccccn1)S(=O)(=O)c1ccc(Br)cc1,-14,.,12,-0.48,.,-16,1,.,-12
COc1ccc(CNC(=O)C2CC(c3cccc(OC)c3)=NO2)cc1 (stereo unspecified),-6,8,1,-0.79,1,-17,-4,-3,-4
COc1ccccc1OCc1ccc(C(=O)NCCN(C)C)o1,.,3,16,0.0063,1.1,-58,-2,-5,-9
CC(C)(C)Cc1nc2ccccc2n1CCc1ccccc1,-1,3,16,-1.5,1.2,-13,-1,-3,12
S=C1NCCOCCOCCOCCOCCN1,14,4,16,0.37,.,-5,3,7,5
Cc1ccc(NC(=O)CC2NCCNC2=O)cc1 (stereo unspecified),-3,1,2,0.99,1.2,-8,5,1,-10
Cc1cc(C)n2nc(C(=O)NCc3ccccc3)cc2n1,-3,8,16,-0.55,1,-27,9,5[fluorescence artefact?],3
COc1ccc2cc(CN(CCCN3CCOCC3)Cc3nnnn3C3CCCCC3)c(=O)[nH]c2c1,0,3,-10,-1.1,1.1,-24,2,-4,1
# Later entries.
SMILES,cytoskel mod,Calb biofilm kill,VCAM1 TNFa inh,DAT uptake mod,MT1-MMP txn act,HUVEC tox TNFa,PTPN22 inh 2,Smad3 FoxH1 inh,IL1B cytotox
Cc1ccc(-c2nc3c(cnn3-c3ccccc3)c(=O)o2)cc1,-8,4,-13,-0.7,1.3,-11,7,16[fluorescence artefact?],.
COc1cccc(-c2cc(C(=O)N3CCCCCC3)no2)c1,11,9,19,2.4,0.6,2,-2,0,7
Cc1oc(-c2ccccc2Cl)nc1CSCC(=O)NC1CCCC1,-14,-2,18,1.4,0.9,-5,0,18,1
CN(C)S(=O)(=O)c1ccc(C(=O)N2CCCC2c2nc3ccccc3s2)cc1 (stereo unspecified),4,-1,8,-1.4,1,-29,-2,-10,2
NC(=O)c1ccccc1N/C=C/C(=O)c1ccc(Cl)cc1Cl,-5,1,9,1,0.6,-15,9,10,-21
Cc1cc(NC(=O)C2CCN(S(=O)(=O)Cc3ccccc3)CC2)ccc1-n1cnnn1,-21,1,10,0.38,1.1,-21,-8,12[fluorescence artefact?],-3
CCCOC(=O)c1ccc(Cl)c(NC(=O)c2ccc(-c3ccccc3)cc2)c1,-2,.,10,-0.14,.,-13,1,.,-65
COc1ccccc1Cc1nc(-c2ccc(C)cc2)no1,20,-1,-17,-0.17,1.4,-36,12,7,-24
COc1ccc(N(CC(=O)Nc2cc(OC)ccc2OC)S(=O)(=O)c2c(C)nn(C)c2C)cc1,-3,13,13,.,1.1,-12,1,0,1
CCC(=O)Nc1ccc2nc(C)n(CC(=O)Nc3ccccc3)c(=O)c2c1,.,4,11,0.55,1,-35,8,8,-100
Cc1cc(=O)oc2cc(OCC(=O)N3CCc4ccccc4C3)ccc12,-44,5,-14,1.7,0.9,12,0,3,28
O=C(CSc1nnc(-c2cccs2)n1-c1ccccc1)Nc1ccccc1,2,-1,-9,-0.3,1.1,-18,7,-218[fluorescence artefact?],-20
O=C(Cn1cnc2c(oc3ccccc32)c1=O)c1ccccc1,-17,3,-13,0.43,1.5,6,-40,1,-2
CCOC(=O)c1cc(-c2ccco2)nc2c1c(C)nn2CCC#N,-5,5,16,-0.84,1.1,-5,0,3,-11
CCOc1ccc(-n2c(=O)c3c(C)c(C)sc3n(CC(=O)NCc3ccco3)c2=O)cc1,-13,8,6,-1.5,1.1,-10,-22,5,-1
CC(C)CCNC(=O)CN(C(=O)Cn1nnc(-c2ccccc2F)n1)c1cccc2c1CCCC2,18,.,10,0.96,.,-25,14,.,-23
O=C(Nc1ccc2c(c1)OCO2)c1cnn2cccnc12,-6,7,-14,-0.68,1.1,2,-2,15,9
O=C(NC1CCCC1)C(c1ccsc1)N(Cc1ccccc1)C(=O)Cc1cccs1 (stereo unspecified),14,.,-42,.,.,.,-1,.,-8
Cc1nc2ccc(S(=O)(=O)NC(C(=O)N3CCCCCC3)C(C)C)cc2s1 (stereo unspecified),-13,-1,7,0.63,1.2,-11,-1,6,-4
CCN(CC)S(=O)(=O)c1cc(C(=O)Nc2ccccc2C(=O)O)ccc1OC,-35,-4,8,-0.3,1.1,-22,-12,-6,-9
COc1ccc(Cc2nnc(NC(=O)c3c(-c4ccccc4)noc3C)s2)cc1,-29,8,4,2,1.2,-3,4,-5,-26
COC(=O)c1ccccc1NC(=S)NC(=O)COc1ccccc1Cl,-6,.,-26,.,.,-47,2,.,-42
CCN(CC)CCCC1(CN)OCCc2ccccc21 (stereo unspecified),-28,.,-40,-0.13,1,0,-7,.,-12
O=C(CCN1C(=O)c2ccccc2C1=O)N1CCN(C(=O)c2ccccc2)CC1,2,-1,4,-0.29,1.1,1,-3,-5,5
CCCS(=O)(=O)N1CCCC(C(=O)NCCN(CC)c2ccccc2)C1 (stereo unspecified),3,7,-14,0.21,1,-10,2,-4[fluorescence artefact?],-48
CCOC(=O)CCc1c(C)c2ccc(O)cc2oc1=O,5,8,3,0.06,1,-6,2,7,-47
O=C(c1ccco1)N1CCN(/C(=N/S(=O)(=O)c2cccs2)c2ccccc2Cl)CC1,10,.,-11,1.4,1.1,.,0,.,-2
Cc1ccc(-n2c(-c3ccncc3)nnc2-c2cccs2)cc1,4,6,33,0.16,1.1,-20,-10,3,21

# Exported with bars between the fields: four of the compounds above
smiles | cytoskel mod | Calb biofilm kill | VCAM1 TNFa inh | DAT uptake mod | MT1-MMP txn act | HUVEC tox TNFa | PTPN22 inh 2 | Smad3 FoxH1 inh | IL1B cytotox
COc1ccc(N(CC(=O)Nc2cc(OC)ccc2OC)S(=O)(=O)c2c(C)nn(C)c2C)cc1 | -3 | 13 | 13 | . | 1.1 | -12 | 1 | 0 | 1
O=C(CCN1C(=O)c2ccccc2C1=O)N1CCN(C(=O)c2ccccc2)CC1 | 2 | -1 | 4 | -0.29 | 1.1 | 1 | -3 | -5 | 5
Cc1oc(-c2ccccc2Cl)nc1CSCC(=O)NC1CCCC1 | -14 | -2 | 18 | 1.4 | 0.9 | -5 | 0 | 18 | 1
CC(C)CCNC(=O)CN(C(=O)Cn1nnc(-c2ccccc2F)n1)c1cccc2c1CCCC2 | 18 | . | 10 | 0.96 | . | -25 | 14 | . | -23

# One compound at a time, as listed above. Values in the order: cytoskel mod, Calb biofilm kill, VCAM1 TNFa inh, DAT uptake mod, MT1-MMP txn act, HUVEC tox TNFa, PTPN22 inh 2, Smad3 FoxH1 inh, IL1B cytotox
# Profile of O=C(Nc1ccc2c(c1)OCO2)c1cnn2cccnc12 → -6, 7, -14, -0.68, 1.1, 2, -2, 15, 9
# Profile of NC(=O)c1ccccc1N/C=C/C(=O)c1ccc(Cl)cc1Cl → -5, 1, 9, 1, 0.6, -15, 9, 10, -21

# Screening results: PubChem, several laboratories

# Only part of the results is shown, so the mix of outcomes need not match the whole.
